# Screens as filed in PubChem.
# ASM inhibitor = human S-ASM enzyme inhibition; P17405; placental ASM, HMU-PC fluorogenic substrate, 60 min; Potency, µM (series often up to 57.5 µM), for the others: top-dose activity change, negative = inhibition, most hits filed as inhibitors; 340,000 compounds, 0.006% hits; note: potency is the fitted concentration of half-maximal effect
#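 Human placenta-derived ASM preincubated with compound 10 min at room temperature, then reacted with 9 uM (final) fluorogenic HMU-PC substrate for 60 min at 37 C. Stop solution raises pH to 10; fluorescence read at Ex 386/Em 447 nm.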
# TCR act = activators of T cell receptors. primary human leukocytes, anti-CD3, IL-2 HTRF, 48 h. Potency, µM (doses to about 9.22 µM), inactives show at the top dose activation of IL-2 secretion, usual class: activators. 330,000 tested, under 10 active. AID 504894; note: % of control where 0% means no effect
#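 1) Mix primary human leukocytes, a-CD3 beads and compound. 2) Incubate 48 hr. 3) Add HTRF IL-2 reagents (a-IL-2-K, a-IL-2-d2).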
# Eya2 inh = Eya2 (human) phosphatase inhibition; Potency, µM (series often up to 76.9 µM), inactives show at the top dose activity, negative = inhibition, actives largely listed as inhibitors; O00167; 330,000 compounds, 0.006% hits; AID 488837; recombinant Eya2, OMFP fluorescence dephosphorylation (OMFP is methylfluorescein phosphate); note: potency is the fitted concentration of half-maximal effect; % is set by controls: 0 for no effect and ±100 for the full control effect
# Target sequence (O00167 whole entry, looked up): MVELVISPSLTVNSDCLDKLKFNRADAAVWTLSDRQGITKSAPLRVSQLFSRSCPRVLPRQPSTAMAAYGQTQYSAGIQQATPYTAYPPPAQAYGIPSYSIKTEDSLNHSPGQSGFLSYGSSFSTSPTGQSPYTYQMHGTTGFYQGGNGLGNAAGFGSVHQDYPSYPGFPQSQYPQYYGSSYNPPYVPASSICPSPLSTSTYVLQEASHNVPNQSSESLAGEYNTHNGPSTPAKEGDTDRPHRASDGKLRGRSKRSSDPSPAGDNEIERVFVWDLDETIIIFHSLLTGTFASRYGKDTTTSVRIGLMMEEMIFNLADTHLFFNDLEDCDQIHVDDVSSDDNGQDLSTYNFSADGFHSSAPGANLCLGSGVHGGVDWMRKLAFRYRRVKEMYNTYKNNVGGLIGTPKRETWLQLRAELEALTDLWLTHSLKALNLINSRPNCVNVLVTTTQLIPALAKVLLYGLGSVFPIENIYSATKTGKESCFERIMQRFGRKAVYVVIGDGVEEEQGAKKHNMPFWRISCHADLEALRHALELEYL
#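 Eya2 (0.2 uM) preincubated 10 min at ambient with compound, then OMFP substrate added at 50 uM; 10 min reaction in 50 mM HEPES pH 7.5, 50 mM NaCl, 5 uM MgCl2, 0.05% BSA, 1 mM DTT. Fluorescence read at Ex 485/Em 525 nm.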
# Mito fusion yeast = blocks mitochondrial division or promotes mitochondrial fusion. S. cerevisiae fusion-defective mutant growth rescue, CellTiterGlo 48 h. AID 485298. 320,000 compounds, 0.23% hits. Potency, µM (series often up to 46.1 µM), for the others: top-dose growth rescue (activation), usual class: activators;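 note: potency is the fitted concentration of half-maximal effect; % of control where 0% means no effect; nearly all actives have a fitted effect of over 45% in size; temperature-sensitive fusion mutants such as fzo1-1 at 37 °C on non-fermentable ethanol glycerol medium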
#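 Growth-rescue viability read-out: after 48 h at the non-permissive 37C in glycerol/ethanol YPEG, yeast mitochondrial fusion mutants are measured by CellTiterGlo luminescence; compounds (23 nl pinned per well) restoring growth score as division inhibitors or fusion activators.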
# A-T KAP1 phos = potential ataxia-telangiectasia treatments restoring KAP-1 phosphorylation. Potency, µM (top dose mostly 57.5 µM), without a hit: top-dose activation, most hits filed as activators. […] A-T fibroblasts, KAP-1 phosphorylation AlphaLISA; neocarzinostatin DNA damage 30 min before lysis. 320,000 compounds, 0.19% hits. AID 485349; note: potency is the fitted concentration of half-maximal effect; % of control where 0% means no effect; nearly all actives have a fitted effect of over 45% in size
#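 hTERT-immortalized A-T patient fibroblasts ([…]), 500 cells/well in OPTI-MEM, 1% FBS, got compounds for 60 min, then NCS for 30 min at 37C. Lysates were then assayed for phospho-KAP-1 by AlphaLISA (anti-pKAP1 donor, anti-KAP1 acceptor beads), 6 hr at 25C.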
# Chronic BCR inh = blocks chronic active B-cell receptor signaling; ABC-DLBCL IkBa-CBG/CBR reporter, luminescence ratio, 4 h; Potency, µM (highest dose often 46.1 µM), for inactives: at the highest dose ratio change, negative = lower green/red ratio, usual class: inhibitors; 340,000 compounds, 0.05% hits; AID 493014; active = well fitted inhibition curve with a large enough effect in the signal ratio, with a control signal flat, not every such curve was filed as active; inconclusive = small, poorly fitted or top-dose-only effect, or effect the other way, or a change in a side signal; the % refers to the signal ratio;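 note: potency is the fitted concentration of half-maximal effect; plate controls were basal doxycycline-induced cells for no effect and cells given 10 µM MG132 for full effect; MG132 reads +100%, hits lower the ratio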
#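 Compounds up to 46 uM were incubated four hours with TMD8 cells whose green CBG68 luciferase is fused to IkappaBalpha; red CBR luminescence normalised the signal, and concentration-effect curves were fitted to fusion, red and ratio data.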
# a7 integrin act = activators of alpha7 integrin expression for muscular dystrophy; alpha7betagal myoblasts, beta-gal FDG fluorescence, 48 h; AID 624291; Potency, µM (doses to about 38.3 µM), without a hit: at the highest dose activation, usual class: activators; 350,000 compounds, 0.064% hits;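 note: potency is the fitted concentration of half-maximal effect; 100% = response of the positive control SU9516; nearly all actives have a fitted effect of over 60% in size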
#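 Alpha7betagal+/- myoblasts (passage 13) were plated 16-24 hr, then exposed to compounds (1:260 dilution of DMSO stock) for 48 hours at 37C. After MPER lysis, β-galactosidase reporter activity was read as FDG fluorescence (ex 480/em 540) after 30 minutes.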
# Tb PFK inh = inhibitors of T. brucei phosphofructokinase. O15648. T. brucei PFK, ADP-Glo luminescence. Potency, µM (highest dose often 57.5 µM), inactives show at the highest dose activity, negative = inhibition, most hits filed as inhibitors. 330,000 compounds, 0.17% hits;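 note: potency is the fitted concentration of half-maximal effect; 0% = uninhibited 1x PFK enzyme wells and -100% = no-enzyme wells; nearly all actives have a fitted effect of over 60% in size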
#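 Activity is normalized to no-enzyme wells (full inhibition) and 1.25 nM enzyme wells (no inhibition). Reaction: 0.5 mM F6P, 0.1 mM ATP, 45 min RT, ADP-Glo luminescence; concentration-response curves fitted and classed by quality.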
# TSHR antagonist = antagonists of human thyroid stimulating hormone receptor. activity change, negative = inhibition, % at 11.5 µM. P16473. TSHR-expressing cells, TSH-stimulated cAMP HTRF, 2 h; hits give low values. 330,000 compounds, 0.2% hits;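 active = activity change below a set negative limit, meaning inhibition stronger than a set level, cut at about -70% in these data; inconclusive = activity change between two set negative limits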; note: % is set by controls: 0 for no effect and ±100 for the full control effect
#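 Antagonism was scored as loss of TSH-driven cAMP in TSHR cells, stimulated with 4nM TSH (EC80) for 2 hours at 37 deg C and detected by homogeneous HTRF competition immunoassay.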
# ELG1 repair inh = inhibitors of ELG1-dependent DNA repair in HEK293T cells. 330,000 compounds, 2.3% hits. Potency, µM (top dose mostly 46.1 µM), inactives show at the highest dose activity change, negative = inhibition, actives largely listed as inhibitors. HEK293T ELG1-luciferase reporter, luminescence, 16 h; DNA damage induced by 5-fluorouridine; note: potency is the fitted concentration of half-maximal effect; % is set by controls: 0 for no effect and ±100 for the full control effect; nearly all actives have a fitted effect of over 55% in size
#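 Step one: seed 2,000 cells per well. Step two: pin-transfer compound or DMSO alongside 5-fluorouridine. Step three: incubate 16 hr, 37 °C, 5% CO2. Step four: add ONE-Glo, wait 30 min, read luminescence.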
# PTAP TSG101 blk = blocks PTAP/TSG101 interaction to inhibit HIV-1 budding; Potency, µM (highest dose often 115 µM), for inactives: at the top dose activity change, negative = inhibition, most hits filed as inhibitors; AID 493005; Q99816; 340,000 tested, under 10 active; Fluorescence polarization, FITC-PTAP peptide / Tsg101 binding; active = well fitted inhibition curve with a large enough effect in the main read-out, with a control signal flat, not every such curve was filed as active; inconclusive = small, poorly fitted or top-dose-only effect, or effect the other way, or a change in a side signal; inactive = no such curve, though single readings can be large or run the other way; note: potency is the fitted concentration of half-maximal effect; % of control where 0% means no effect
#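 Fluorescence polarization binding of Tsg101 binding domain (10 uM final) to FITC-labeled PTAP peptide (50 nM final) in HEPES pH 7.5 buffer with NaCl, Tween 20, EDTA, TCEP. Compounds added before peptide; binding 20 min at RT.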
# Active calls of the source: *; ? = inconclusive; · = not tested or not shown; [ ] = dose if it differs, or a comment. Unless noted, calls come from the whole dose curve; as a rule, active = well fitted curve in the direction sought with a large enough effect; inconclusive = small, poorly fitted or top-dose-only effect, or another doubt; inactive = no such curve, though single readings can be large; an effect the other way counts as inactive or inconclusive.
SMILES	ASM inhibitor	TCR act	Eya2 inh	Mito fusion yeast	A-T KAP1 phos	Chronic BCR inh	a7 integrin act	Tb PFK inh	TSHR antagonist	ELG1 repair inh	PTAP TSG101 blk
COc1ccc(NC(=O)C2CCC2)cc1S(=O)(=O)Nc1cc(C)ccc1Br	-17%	2%	-18%	·	0%	?	-25%	0%	-8	23µM*	-1%
Cc1ccsc1/C=N/NC(=O)Cc1cc(=O)[nH][nH]1	0%	11%	8%	-2%	4%	?	20%	-3%	-9	11%	1%
COc1ccccc1C(=O)Nc1ccc(S(=O)(=O)Nc2cnc3ccccc3n2)cc1	28%	-9%	2%	9%	0%	-2%	13%	4%	-6	11%	-3%
CCc1cc(CNC(=O)C2CCC(=O)N(CCc3ccc(OC)cc3)C2)on1 (centres undefined)	4%	0%	14%	0%	5%	0%	-36%	-7%	13	1%	·
Cc1c(C(=O)OCC(=O)N2CC(C)OC(C)C2)oc2ccc(Br)cc12 (centres undefined)	-3%	·	9%	9%	15%	0%	-13%	7%	3	?	-11%
CNc1ncc(C(=O)c2ccc(F)cc2)s1	-1%	-5%	-10%	-8%	0%	?	11%	1%	1	?	-3%
O=C(NCc1cccnc1)c1ccc(Cl)cc1[N+](=O)[O-]	-1%	·	3%	-4%	-3%	-2%	10%	-5%	5	5%	-11%
CC1(C)CC2(CCCN(CC(O)(c3ccccc3)c3ccccc3)C2)CCO1 (centres undefined)	0%	3%	-1%	1%	-1%	12%	6%	-9%	-6	?	-7%
Cc1cc(C(=O)OCC(=O)NCc2ccco2)c(C)o1	7%	4%	10%	-1%	-11%	4%	-19%	-20%	17	5%	-1%
CC1(C)Cc2ccccc2-c2nc(-c3ccccc3)oc(=O)c21	-10%	12%	17%	5%	·	?	0%	-1%	-30	8%	4%
O=C(NCc1ccccc1Cl)[C@@H]1CCCN1S(=O)(=O)c1ccc(Cl)cc1	-7%	0%[46.1 µM]	-3%	·	-9%	3%	-2%	0%	-6	-19%	-3%
Cc1ccc(OCC(=O)N2CCCCC2C)c([N+](=O)[O-])n1 (centres undefined)	-2%	10%	-16%	·	-4%	0%	6%	3%	·	0%	-1%
Cc1ccn(CC(=O)N2N=C(C(F)F)CC2(O)C(F)F)n1 (centres undefined)	5%	0%[46.1 µM]	-1%	-15%	2%	0%	7%	-8%	-3	2%	-5%
COc1cc(CO)cc(-c2cc(CO)cc(OC)c2OC)c1OC	2%	0%	-15%	-1%	-8%	-8%	-20%	-5%	3	-1%	2%
Cc1cccc(NC2=CC(=O)CC(C)(C)C2)c1C	-3%	1%	2%	2%	2%	-29%	15%	-7%	-8	-5%	-7%
O=c1oc2ccccc2n1Cc1ccccc1Cl	1%	2%	-9%	0%	12%	-23%	-18%	2%	-1	5%	-5%

# Sorted by number of heavy atoms (rising): some entries from above.
SMILES	ASM inhibitor	TCR act	Eya2 inh	Mito fusion yeast	A-T KAP1 phos	Chronic BCR inh	a7 integrin act	Tb PFK inh	TSHR antagonist	ELG1 repair inh	PTAP TSG101 blk
CNc1ncc(C(=O)c2ccc(F)cc2)s1	-1%	-5%	-10%	-8%	0%	?	11%	1%	1	?	-3%
O=c1oc2ccccc2n1Cc1ccccc1Cl	1%	2%	-9%	0%	12%	-23%	-18%	2%	-1	5%	-5%
Cc1cc(C(=O)OCC(=O)NCc2ccco2)c(C)o1	7%	4%	10%	-1%	-11%	4%	-19%	-20%	17	5%	-1%
Cc1ccc(OCC(=O)N2CCCCC2C)c([N+](=O)[O-])n1 (centres undefined)	-2%	10%	-16%	·	-4%	0%	6%	3%	·	0%	-1%
CC1(C)Cc2ccccc2-c2nc(-c3ccccc3)oc(=O)c21	-10%	12%	17%	5%	·	?	0%	-1%	-30	8%	4%
COc1cc(CO)cc(-c2cc(CO)cc(OC)c2OC)c1OC	2%	0%	-15%	-1%	-8%	-8%	-20%	-5%	3	-1%	2%
O=C(NCc1ccccc1Cl)[C@@H]1CCCN1S(=O)(=O)c1ccc(Cl)cc1	-7%	0%[46.1 µM]	-3%	·	-9%	3%	-2%	0%	-6	-19%	-3%
CC1(C)CC2(CCCN(CC(O)(c3ccccc3)c3ccccc3)C2)CCO1 (centres undefined)	0%	3%	-1%	1%	-1%	12%	6%	-9%	-6	?	-7%
